GSIS activator – primary screen for activators of insulin secretion dependent on glucose, INS-1E cells, GLuc reporter luminescence | activation, % at 16.6 µM | hit rate 0.61% among 370,000 | AID 743287 | INS-1E GLuc reporter insulin secretion, 2-3 h;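 active means lowest replicate activation of at least 40%, so every replicate reaches that level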;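 further: 0% = median of neutral control wells and 100% = median of IBMX positive control wells; some compounds called inactive have numbers as strong as hits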
RAD52 inh – blocks human RAD52 DNA annealing; P43351; recombinant RAD52 DNA annealing, FRET fluorescence; hit rate 0.46% among 360,000; inhibition, % at 18.7 µM;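 active means every replicate showing at least 50% inhibition; inconclusive means mean inhibition at least 50% but not in every replicate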
Target sequence (P43351 whole entry, looked up): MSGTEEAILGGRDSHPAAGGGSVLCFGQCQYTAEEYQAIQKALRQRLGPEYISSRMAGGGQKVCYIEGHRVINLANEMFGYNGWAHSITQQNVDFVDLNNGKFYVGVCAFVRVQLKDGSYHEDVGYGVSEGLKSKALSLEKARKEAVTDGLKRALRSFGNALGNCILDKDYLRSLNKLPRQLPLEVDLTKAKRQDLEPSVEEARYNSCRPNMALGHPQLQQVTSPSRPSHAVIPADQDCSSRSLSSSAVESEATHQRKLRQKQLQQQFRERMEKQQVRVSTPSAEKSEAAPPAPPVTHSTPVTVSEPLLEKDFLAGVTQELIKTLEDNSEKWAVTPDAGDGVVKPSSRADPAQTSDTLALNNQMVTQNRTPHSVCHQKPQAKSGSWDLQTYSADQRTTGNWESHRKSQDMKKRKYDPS
XiGFP reactiv – reactivates the inactive X chromosome in mouse fibroblasts; activation, % at 7.58 µM; XiGFP mouse fibroblasts, % GFP-positive cells imaging, 3 d; cells co-treated with 5-aza-dC sensitizer; scaled so ellipticine positive control = 100%; hit rate 0.055% among 360,000;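 active means mean normalized replicate activation at least 10% and every replicate at or above 10%; inconclusive means only one of the two criteria met; inactive means mean below 10% and not all replicates reach 10%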;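 further: 0% = median of on-plate neutral control wells and 100% = ellipticine 6 µM median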
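System: SV40-immortalized XiGFP fibroblast cells, line 68-5-11 / Incubation: 3-day compound exposure, then 15 min fixation at room temperature / Compound: single concentration per compound, delivered by pin transfer / Buffer or medium: DMEM plus 5-aza-dC sensitizer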
RAD54 branch – blocks human RAD54 Holliday junction branch migration | Q92698 | FAM/BHQ fluorescence | inhibition, % at 10.4 µM | hit rate 0.14% among 360,000 | AID 602329;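 active means mean normalized replicate activity at least 40 and at least half of replicates scoring 40 or more; inconclusive means only one of the two criteria met; inactive means mean below 40 and under half of replicates reaching 40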;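 further: 0% = median of neutral control wells and 100% = median of positive control wells; inhibitors cause a drop in the FAM fluorescence signal; in these data hits start at about 50%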
CASP6 VEID inh – caspase-6 (human) enzyme inhibition; P55212; hit rate 0.53% among 350,000; purified caspase-6, Z-VEID-R110 cleavage fluorescence; inhibition, % at 12.5 µM;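 active means mean inhibition across replicates at least about 35%, with every replicate also reaching that limit, limit read from the data; inconclusive means only one of the two criteria met; inactive means neither criterion met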;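 further: 0% = median of neutral control wells and 100% = no fluorescence left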
Target sequence (P55212 24-179 limits assumed): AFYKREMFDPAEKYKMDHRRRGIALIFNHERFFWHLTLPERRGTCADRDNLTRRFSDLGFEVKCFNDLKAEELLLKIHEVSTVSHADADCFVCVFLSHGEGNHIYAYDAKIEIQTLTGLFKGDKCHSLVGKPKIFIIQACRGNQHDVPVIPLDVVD
Target sequence (P55212 194-293 limits assumed): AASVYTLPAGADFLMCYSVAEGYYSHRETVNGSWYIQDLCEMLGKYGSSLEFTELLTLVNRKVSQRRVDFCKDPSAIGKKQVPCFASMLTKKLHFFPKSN
DENV2 CPE – DENV2-induced cell death inhibition. DENV2-infected cells, cytopathic effect rescue, plate reader. hit rate 1.7% among 350,000. AID 651640. CPE inhibition, % at 9.99 µM; in the data active means CPE inhibition above about 20%, passing the limit was not always enough; inconclusive means no clear call, values can overlap the other calls; tested in BHK-21 cells;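 further: 0% = median of neutral control wells and 100% = median of positive control wells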
F508del corr – correctors of CFTR F508del function in bronchial epithelial cells. CFBE cells, YFP halide quenching; stimulated with forskolin plus potentiator P3; % fluorescence drop versus neutral controls. activity (quench increase), % at 7.58 µM. hit rate 0.36% among 350,000. AID 720511;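 active means mean added fluorescence quench of at least 8% versus neutral control, with both replicates also reaching 8%; inconclusive means only one of the mean or replicate conditions met; inactive means mean below 8% and not both replicates reaching 8%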;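 further: cells transiently co-express mutant CFTR-F508del with the halide-sensitive YFP; corrector assay measuring rescue of mutant channel to the surface after 24 h compound exposure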
E-sel inducer – induces E-selectin expression in human endothelial cells | P16581 | HUVEC E-selectin immunofluorescence imaging; normalized: neutral wells 0, TNF-alpha wells 100 | activation, % at 7.58 µM | hit rate 0.37% among 260,000 | AID 686992;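 active means mean E-selectin-positive cell signal at least 10% of the positive control, reached in at least 60% of replicates, without over 20% cell loss; inconclusive means no rule given, readout overlaps actives, possibly toxicity-flagged; inactive means the rest, including those meeting only one limit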;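 further: in these data hits start at about 27%; measured in HUVEC primary endothelial cells; signal is the percent of cells scored E-selectin positive by PE staining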
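material = human umbilical vein endothelial cells (HUVEC), E-selectin induction | quantity = 3,000 cells/well | medium = EGM-2 growth medium on 0.1% gelatin-coated wells | technique = immunofluorescence imaging | read-out basis = % PE-positive cells | control set = TNF-alpha positive control, DMSO neutral control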
* = called active by the depositor; ? = inconclusive; / = not tested or not shown.

SMILES	GSIS activator	RAD52 inh	XiGFP reactiv	RAD54 branch	CASP6 VEID inh	DENV2 CPE	F508del corr	E-sel inducer
CC1(NC(=O)c2cccc(S(=O)(=O)N3CCCc4ccccc43)c2)CCS(=O)(=O)C1 (centres undefined)	0	-7	0.0	4	6	-17	4.6	/
Cc1cc(C)c2c(=O)[nH]c(SCC(=O)N3CCOCC3)nc2n1	-9	-14	0.0	/	0	1	1.7	-0.1
CCc1ccccc1NC(=O)NCc1ccccn1	17	-7	0.2	5	5	-2	-1.4	/
CNC[C@H]1Oc2ccc(NS(=O)(=O)c3ccccc3)cc2C(=O)N([C@H](C)CO)C[C@@H]1C	25	6	-1.1	8	1	-9	-2.2	/
c1ccc(-c2oc3ncnc(NCCCn4ccnc4)c3c2-c2ccccc2)cc1	-56	4	/	9	-15	/	/	/
Cc1cc(C)nc(N/N=C/c2ccc(N3CCOCC3)cc2)n1	10	3	0.0	8	-1	2	0.8	1.5
CN(C)C(CNC(=O)c1ccc(Br)cc1)c1ccco1 (centres undefined)	19	-9	0.1	-10	-1	-3	-3.5	0.0
C/C(CC(=O)c1ccccc1)=N\NC(=O)CC#N	/	12	-0.2	/	-3	-5	-10	-1.6
O=C(Nc1ccc(F)cc1F)NC1CCCCCCC1	-1	-8	-0.1	1	0	-5	1.0	0.1
CN1CCC(N(C)C(=O)c2ccc(Cl)c(S(=O)(=O)N3CCc4ccccc43)c2)CC1	-15	-14	0.0	-9	-8	1	2.2	0.1
O=S(=O)(Nc1nccs1)c1ccc(Br)cc1	-3	-35	0.0	/	3	-7	2.3	/
O=C(NN1CCOCC1)c1ccc(S(=O)(=O)N2CCCCC2)cc1	3	-1	-0.1	14	/	-2	0.6	/
COc1ccc2ccc3cccc[n+]3c2c1	-1	10	0.1	51*	-1	-1	0.7	/
COc1ccc(COc2cc(-c3cccc(OC)c3)nc3ccc(N)cc23)cc1	10	-173	0.0	3	1	-9	7.7	/
Cc1cc(C(=O)NNc2ccc(F)cc2)no1	5	-8	-0.1	-3	0	6	0.0	-0.1
Nc1ncc2c(n1)-c1ccoc1CC2	-3	-8	0.0	-14	3	1	2.7	-0.2
COCC(=O)Nc1ccc2c(c1)C(=O)N(C)[C@H]1CC[C@@H](CC(=O)NCC3CC3)O[C@H]1CO2	8	1	-0.1	-14	-1	-2	-1.5	0.1
CC(C)(C)c1nc2c(s1)CCc1onc(-c3ccc(Br)cc3)c1-2	-5	-20	-0.1	8	-2	-1	2.0	-0.1
COc1ccc(S(=O)(=O)N(C)C[C@@H]2Oc3c(NC(=O)Nc4cccc5ccccc45)cccc3C(=O)N([C@@H](C)CO)C[C@@H]2C)cc1	41	-11	-0.1	1	-2	-7	-3.6	?
COc1ccc([N+](=O)[O-])cc1NC(=O)c1cccs1	2	-16	0.0	/	0	0	-2.3	/
O=[N+]([O-])c1ccc(S(=O)(=O)NCCN2CCOCC2)cc1	7	-1	0.0	/	-1	2	-3.1	/
CCC(=O)N1C[C@@H]2[C@H](c3ccccc31)[C@@H](CO)N2Cc1ccccc1Cl	12	-9	0.3	-8	-3	-7	1.3	-0.2
C[C@@H]1CN([C@H](C)CO)C(=O)c2cc(-c3cccc(F)c3)cnc2O[C@H]1CN(C)C(=O)c1ccccn1	21	-3	-0.8	0	0	2	0.5	0.2
O=C(N[C@H]1C=C[C@H](CC(=O)N2CCC(Cc3ccccc3)CC2)O[C@H]1CO)c1cnccn1	-1	1	0.5	3	3	20	0.3	-0.1
COc1cccc(NC(=O)C[C@@H]2CC[C@@H]3[C@H](COc4ccc(NC(=O)C5CC5)cc4C(=O)N3C)O2)c1	5	7	0.0	-18	8	-8	-2.8	1.5
SMILES	GSIS activator	RAD52 inh	XiGFP reactiv	RAD54 branch	CASP6 VEID inh	DENV2 CPE	F508del corr	E-sel inducer
Cc1ccc(S(=O)(=O)N2C[C@H](O)COC[C@H]3O[C@H](CC(=O)NCCCN(C)C)CC[C@@H]32)cc1	2	8	0.0	1	-2	9	1.9	-0.1
O=C(Nc1nccs1)c1cccc(S(=O)(=O)N2CCCC2)c1	-2	-11	-0.1	1	5	9	4.4	0.7
CC(C(=O)NC(C)(C)C)N1C(=O)c2cccc3cccc(c23)C1=O (centres undefined)	-15	-14	0.0	/	2	-7	-5.1	/
CCOc1cc(/C=N/NC(=O)c2cc(-c3cccnc3)nc3ccccc23)ccc1O	2	-5	0.0	-3	-9	/	0.7	9.5
O=C(NCc1cn2ccccc2n1)c1ccc(Br)o1	14	-7	0.0	-61	-1	2	-3.2	-0.4
CNC(=O)C[C@@H]1CC[C@H]2[C@@H](COC[C@H](O)CN2Cc2ccc(C(F)(F)F)cc2)O1	3	-7	0.0	8	0	2	0.3	0.0
O=C(c1ccccn1)N(c1ccccc1)C1(C(=O)NC2CCCCC2)CCCCC1	-1	2	0.0	/	1	13	-1.2	2.0
C[C@H]1CCCCO[C@H](CN(C)S(=O)(=O)c2ccccc2)[C@@H](C)CN([C@@H](C)CO)C(=O)c2cc(NC(=O)Nc3ccc(F)cc3)ccc2O1	-5	23	0.1	6	-1	-6	-1.7	1.3
O=C(CNC(=O)COc1ccccc1)NCCc1ccccn1	-5	-2	0.2	/	-1	-11	-5.3	-1.5
O=C(COc1ccccc1)NCC(=O)N/N=C/c1ccc(Br)cc1	8	-1	0.1	6	-2	70*	-0.1	0.5
C[C@@H]1CCCCO[C@@H](CN(C)Cc2ccc(C(=O)O)cc2)[C@@H](C)CN([C@H](C)CO)C(=O)c2cc(NC(=O)NC3CCCCC3)ccc2O1	12	3	0.1	-11	-1	-3	1.8	-0.1
O=C(O)CCCc1ccccc1	/	2	-0.3	-7	1	0	1.5	-0.2
CCC1CCCCN1CCCNC(=O)c1cn(C)c2ccc(S(=O)(=O)N3CCOCC3)cc2c1=O (centres undefined)	20	-5	0.2	-8	-6	-1	-1.6	0.1
CCCNC(=O)Nc1ccc2c(c1)N(C)C(=O)c1ccccc1S2	-20	-8	/	-4	3	/	/	/
CCOC(=O)c1c(OCCO)noc1N	11	5	0.0	/	0	-6	-0.8	1.2
Cc1ccnc(NC(=O)c2cc([N+](=O)[O-])cc([N+](=O)[O-])c2)c1	-3	-2	0.0	/	2	-6	-2.2	/
O=C(Nc1ccc(F)c(Cl)c1)c1cc(C2CCCN(C(=O)c3cccs3)C2)on1 (centres undefined)	/	-16	0.0	1	-1	-8	2.6	0.1
CCOc1ccc(C(=O)NCC(=O)NC(C)c2ccc(-n3ccnc3)cc2)cc1OCC (centres undefined)	3	-6	0.0	-3	-2	?	-0.7	/
O=C(CN1CCN(CC(=O)Nc2ccc3c(c2)OC2(CCCCC2)O3)CC1)Nc1cccc(F)c1	-24	-10	-0.1	1	-1	3	1.2	/
COc1ccc(CC(=O)OCC(=O)Nc2cc(S(=O)(=O)N3CCOCC3)ccc2N2CCCC2)cc1	-7	-15	-0.1	/	-2	-1	-0.6	-0.5
COC(=O)c1ccc(NCCC(=O)O)cc1	19	1	0.3	-7	6	2	/	-0.3
O=C1CCCN1c1ccc(S(=O)(=O)NCCc2ccc(Cl)cc2)cc1	-11	-17	/	/	3	4	1.0	/
CCOc1ccccc1NC(=O)NC(=O)N(C)S(=O)(=O)c1ccc(C)cc1	2	-11	0.4	/	18	6	-1.7	/
C[C@H]1CN([C@@H](C)CO)C(=O)c2cccc(NC(=O)Nc3ccccc3)c2O[C@@H]1CN(C)S(=O)(=O)c1cn(C)cn1	6	-6	0.0	-4	2	47*	-0.6	0.0
O=C(C[C@H]1C[C@@H]2c3cc(NC(=O)Nc4ccccc4)ccc3O[C@@H]2[C@H](CO)O1)NCCN1CCCCC1	4	12	-0.1	2	1	3	2.1	0.2

No new results follow: 6 of the compounds above.
SMILES	GSIS activator	RAD52 inh	XiGFP reactiv	RAD54 branch	CASP6 VEID inh	DENV2 CPE	F508del corr	E-sel inducer
Cc1ccc(S(=O)(=O)N2C[C@H](O)COC[C@H]3O[C@H](CC(=O)NCCCN(C)C)CC[C@@H]32)cc1	2	8	0.0	1	-2	9	1.9	-0.1
O=C(Nc1nccs1)c1cccc(S(=O)(=O)N2CCCC2)c1	-2	-11	-0.1	1	5	9	4.4	0.7
CC(C(=O)NC(C)(C)C)N1C(=O)c2cccc3cccc(c23)C1=O (centres undefined)	-15	-14	0.0	/	2	-7	-5.1	/
CCOc1cc(/C=N/NC(=O)c2cc(-c3cccnc3)nc3ccccc23)ccc1O	2	-5	0.0	-3	-9	/	0.7	9.5
O=C(NCc1cn2ccccc2n1)c1ccc(Br)o1	14	-7	0.0	-61	-1	2	-3.2	-0.4
CNC(=O)C[C@@H]1CC[C@H]2[C@@H](COC[C@H](O)CN2Cc2ccc(C(F)(F)F)cc2)O1	3	-7	0.0	8	0	2	0.3	0.0

(list continues)
SMILES	GSIS activator	RAD52 inh	XiGFP reactiv	RAD54 branch	CASP6 VEID inh	DENV2 CPE	F508del corr	E-sel inducer
COCC1CCCN(C(=O)c2cc(COc3ccc4ncccc4c3)on2)C1 (centres undefined)	-52	-6	0.2	9	-1	-6	-0.4	-0.3
O=Cc1ccc2cccnc2n1	0	-16	0.3	/	2	7	-1.0	/
Cc1ccc(NC(=O)Cn2cnc([N+](=O)[O-])c2)cc1C	6	-1	0.3	-5	0	-1	-0.1	0.0
Cc1ccc(NC(=O)C2C3CCCCC32)cc1[N+](=O)[O-] (centres undefined)	/	0	-0.1	0	3	4	-1.0	/
Cc1ccc(C2=NS(=O)(=O)N(C)C(C(=O)NCc3ccccc3)=C2)cc1	-10	-15	0.0	-1	-2	-4	0.2	/
CC1CC(C)CN(C(=O)c2cccc(N3C(=O)c4ccccc4C3=O)c2)C1 (centres undefined)	-13	-2	0.6	-3	-1	-4	-2.4	-0.5
CC(=O)c1ccc(S(=O)(=O)NCC2CCN(C(=O)C(=O)c3cccs3)CC2)cc1	1	-12	0.0	/	-2	-2	-1.2	0.1
CCn1cc(CNC(=O)NC2CCCCC2)c(C)n1	/	2	0.5	/	1	-5	/	-0.6
Cc1ccc(-c2ccc3c(c2)O[C@@H](CN(C)S(C)(=O)=O)[C@@H](C)CN([C@H](C)CO)S3(=O)=O)cc1	-16	3	-0.8	-9	-4	6	-0.3	0.2
O=C(Nc1c(-c2ccccc2)[nH][nH]c1=O)c1ccc(Br)cc1	-5	0	0.3	0	9	-5	-3.6	-0.1
Cc1ccc(-c2ccnc3c(Br)c(C)nn23)cc1	8	-19	0.1	5	-3	-5	-1.6	23
O=C(O)c1cc(-c2cccs2)[nH]n1	3	-10	0.0	-5	2	-1	2.2	/
CC1CC(C)CN(S(=O)(=O)c2ccc(NC(=O)C3CSC4(C)CCC(=O)N34)cc2)C1 (centres undefined)	-14	-11	0.3	0	3	-5	-1.8	/
C[C@@H]1CN([C@H](C)CO)C(=O)c2ccccc2-c2ccccc2CO[C@H]1CN(C)S(=O)(=O)c1ccsc1	5	-2	-1.5	5	-1	1	-2.7	-0.4
CCn1cc(S(=O)(=O)Nc2ncccn2)cn1	11	-17	0.2	-1	-3	2	0.5	-0.4
